SIRT5 inh – blocks human SIRT5 desuccinylation of peptide. Q9NXA8. Purified SirT5, succinyl-peptide AMC, trypsin-coupled fluorescence. inhibition, % at 15 µM. hit rate 1.1% among 330,000. AID 652115; in the data active = inhibition above about 15%
Target sequence (Q9NXA8 whole entry, looked up): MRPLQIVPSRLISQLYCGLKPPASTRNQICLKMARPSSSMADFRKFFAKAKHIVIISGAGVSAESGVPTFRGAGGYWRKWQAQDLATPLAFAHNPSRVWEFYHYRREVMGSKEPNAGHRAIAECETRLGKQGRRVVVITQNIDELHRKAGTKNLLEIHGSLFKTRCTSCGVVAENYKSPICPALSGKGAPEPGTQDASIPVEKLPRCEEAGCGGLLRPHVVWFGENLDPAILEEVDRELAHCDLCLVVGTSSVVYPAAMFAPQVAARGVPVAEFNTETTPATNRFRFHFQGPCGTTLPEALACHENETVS
LGR2 inh – Drosophila LGR2 receptor signaling inhibition; HEK293 LGR2, CRE-luciferase, bursicon-stimulated, 4 h; hit rate 0.35% among 380,000; inhibition, % at 9.99 µM;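 active = drop in luminescence signal, shown as inhibition above about 50% in the replicate tests, limit read from the data, passing the limit was not always enough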;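 also: agonist challenge used bursicon conditioned medium at about half maximal strength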
esBAF inh – SWI/SNF esBAF complex inhibition; mouse ES cells, Bmi1-luciferase knock-in reporter, 24 h; 100% = twice the neutral-well signal; reporter increase, % at 12.5 µM; hit rate 2% among 350,000; AID 602393; in the data active = activation above about 40%;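 also: 0% = median of the plate's neutral control wells and 100% = double that signal; a rise in the Bmi1 reporter signal indicates esBAF inhibition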
S100A4 inh HTS – inhibitors of human S100A4 binding to myosin IIA peptide; P26447; hit rate 0.14% among 360,000; S100A4/TAMRA-MyoIIA peptide fluorescence polarization; inhibition, % at 10.7 µM;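 active = mean inhibition of at least 70% across replicates, with every replicate also reaching that level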
Target sequence (P26447 whole entry, looked up): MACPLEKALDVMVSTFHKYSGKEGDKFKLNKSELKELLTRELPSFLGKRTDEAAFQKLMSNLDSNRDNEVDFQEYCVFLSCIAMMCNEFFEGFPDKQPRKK
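Test system – S100A4 monomer (human) · Compound – single-point compound testing · Schedule – 5 min incubation before reading · Probe or stimulus – TAMRA-labelled myosin IIA heavy-chain peptide probe, 5 nM · Benchmarks – neutral control DMSO, positive control TFP · Medium – Calcium-containing HEPES buffer, pH 7.2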
FN deposition inh – fibronectin deposition inhibition. AH1F fibroblasts, Alexa488-fibronectin deposition fluorescence, overnight. inhibition, % at 12.6 µM. hit rate 0.086% among 350,000;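 active = mean inhibition across replicates of 30% or more, regardless of how many single replicates reach that level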;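 also: positive control wells lacked labelled fibronectin entirely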
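Measured by – fluorescence 485/525 nm · System – AH1F fibroblast monolayer, labelled fibronectin deposition · Amount – 10000 cells per well · Buffer or medium – serum-reduced DMEM (2% serum) · Doses – single dose, pinned · Also added – fluorescent fibronectin at 24 nM final · Schedule – 1 h cell attachment, overnight exposure to compound and label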
Statin myotox sup – suppression of simvastatin myotoxicity. C2C12 myotubes + simvastatin, ATP luminescence, 48 h; scaled: DMSO 0, geranylgeraniol control 100. rescue of ATP level, % at 7.49 µM. hit rate 0.78% among 330,000;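 active = mean ATP rescue above about 67%, or every replicate alone reaching that limit, limit read from the data, passing the limit was not always enough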;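 also: myotubes were challenged with 10 µM simvastatin during compound exposure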
Casp6 inh – blocks human caspase-6 cleavage activity; purified caspase-6, Z-VEID-R110 cleavage fluorescence; hit rate 0.53% among 350,000; P55212; inhibition, % at 12.5 µM;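 active = mean inhibition across replicates at least about 35%, with every replicate also reaching that limit, limit read from the data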;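 also: 0% = median of neutral control wells and 100% = no fluorescence left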
Target sequence (P55212 24-179 limits assumed): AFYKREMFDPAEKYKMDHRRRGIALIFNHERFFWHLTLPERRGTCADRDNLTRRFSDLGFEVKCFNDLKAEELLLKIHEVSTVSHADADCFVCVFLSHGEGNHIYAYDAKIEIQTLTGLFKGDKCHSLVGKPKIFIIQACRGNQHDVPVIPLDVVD
Target sequence (P55212 194-293 limits assumed): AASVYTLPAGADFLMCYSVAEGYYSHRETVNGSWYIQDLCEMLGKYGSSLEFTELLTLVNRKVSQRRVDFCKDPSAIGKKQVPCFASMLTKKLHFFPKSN
Starred values were filed as active, the others as inactive; x = not tested or not shown; & = joins results of further samples. Not all compounds are listed; the hit share may differ from the screen's.

SMILES | SIRT5 inh | LGR2 inh | esBAF inh | S100A4 inh HTS | FN deposition inh | Statin myotox sup | Casp6 inh
CCCC#Cc1cnc2c(c1)C(=O)N([C@@H](C)CO)C[C@@H](C)[C@H](CN(C)C(=O)C1CC1)O2 | -8 | -11 | 1 | 3 | x | x | 0
CCOC(=O)c1ccc(NNC(C)=O)c([N+](=O)[O-])c1 | 0 | -1 | -9 | 4 | -10 | 9 | 1
CCNC(=O)[C@H]1[C@H](CO)[C@H]2Cn3c(ccc(-c4ccc(F)cc4)c3=O)[C@H]2N1Cc1ccccc1F | x | 24 | 9 | x | x | 22 | x
O=C(N[C@@H](Cc1ccccc1)C(=O)NC1CCCCCC1)c1ccco1 | x | x | 45* | x | -7 | 1 | x
CC(C)N(c1ccccc1)c1ccc(NC(=O)[C@@H]2O[C@H](CO)[C@H](O)[C@H](O)[C@H]2O)cc1 | 5 | -27 | 2 | -2 | 9 | -1 | x
O=C(CN1CCN(S(=O)(=O)c2ccccc2)CC1)Nc1ccccc1C(=O)NC1CC1 | 0 | 15 | 0 | 2 | -2 | 5 | 2
CC(=O)Oc1ccc(Cn2c(C)c(C(=O)NCc3cccc(C(F)(F)F)c3)sc2=O)cc1 | x | 16 | 6 | -1 | -12 | 21 | -1
CCCC(=O)Nc1ccc2c(c1)C(=O)N(C)C[C@@H](OC)[C@@H](C)CN(Cc1cncnc1)[C@H](C)CO2 | 0 | -1 | 2 | 12 | 2 | -9 | -1
COc1ccccc1N1CCN(C(=O)CSc2nc(-c3ccco3)cc(C(F)(F)F)n2)CC1 | 3 | 11 | x | -3 | x | x | -2
C/C(N)=C(/C#N)C(=O)CSc1n[nH]c(-c2ccccc2Br)n1 | -2 | -21 | 2&39 | -2 | -2&2 | 9&-1 | -1
Cc1ccccc1N1C(=O)C(Oc2ccc(Cl)cc2)C1CNCCCOC(C)C (stereo not given) | 3 | 11 | x | -3 | -4 | x | -1
Cc1cccc(NC(=O)NC(C)CCc2ccccc2)c1 (stereo not given) | -3 | -24 | 17 | -8 | 1 | 10 | -3
CCOC(=O)Cc1nnc(NC(=O)c2ncn[nH]2)s1 | x | x | 8 | x | 13 | 1 | x
CCCCCn1c(CCCNC(=O)CC)nc2ccccc21 | -1 | -10 | -7 | 0 | -5 | 3 | -1
COc1ccc(CNC(=O)CSc2nnc(C)s2)cc1 | x | x | -4 | x | -3 | 4 | x
O=C(c1ccncc1)N1C[C@H]2[C@@H](c3ccccc31)[C@H](CO)N2C(=O)c1ccncc1 | 3 | -5 | 3 | -21 | x | -20 | -5
CC(=O)N/C(=C\c1ccc2c(c1)OCO2)C(=O)NC(C(=O)O)c1ccccc1 (stereo not given) | 1 | -5 | -4 | 4 | -11 | 1 | 1
COCCn1c(SC2CCCCC2=O)nnc1-c1ccncc1 (stereo not given) | -1 | 11 | x | 3 | -2 | x | -3
CN(C)CCNC(=O)c1coc(=O)c(Br)c1 | x | 7 | 3 | x | x | -1 | x
C[C@@H]1CN([C@@H](C)CO)S(=O)(=O)c2ccc(C#Cc3ccccn3)cc2O[C@@H]1CN(C)Cc1ccccc1 | 5 | -5 | 1 | 8 | 7 | 22 | -4
CCc1nc2ccc(C(=O)Nc3cccc(NS(C)(=O)=O)c3)cn2c1N(CCC(C)C)CCN(C)C | x | 11 | -3 | -4 | 5 | -15 | -5
CCn1c(SCC(=O)NC2CCCC2)nnc1-c1ccncc1 | 0 | -6 | 0 | 12 | 1 | -9 | x
O=C(CC1C(=O)NCCN1CC1CCCCC1)NCc1ccccc1Cl (stereo not given) | 2 | -17 | x | -6 | 13 | x | -2
Cc1ccc(NC(=S)NC2CCN(Cc3ccccc3)CC2)c(C)c1 | -1 | 5 | x | 1 | 1 | x | 1
COc1ccc(S(=O)(=O)N(C)C[C@@H]2OCCCC[C@H](C)Oc3ccc(NS(C)(=O)=O)cc3C(=O)N([C@H](C)CO)C[C@@H]2C)cc1 | -5 | -13 | 12 | -3 | x | x | 2
CC1(C)CC(NC(=O)C(C)(C)Oc2ccc(Cl)cc2)CC(C)(C)N1 | -5 | 13 | -1 | 1 | 0 | -3 | -2
C[C@@H]1CCCCO[C@H](CN(C)C(=O)c2ccncc2)[C@@H](C)CN([C@H](C)CO)C(=O)c2cc(NS(C)(=O)=O)ccc2O1 | -11 | 13 | 0 | -11 | x | x | 3
C[C@H]1CN([C@@H](C)CO)C(=O)c2cc(NC(=O)Nc3ccc(F)cc3)ccc2O[C@H]1CN(C)Cc1ccc(Oc2ccccc2)cc1 | 10 | 26 | 5 | 0 | x | x | 2
O=C(Nc1cccc(Cl)c1)N[C@H]1CC[C@H](CCNC(=O)C2CCCCC2)O[C@@H]1CO | -1 | -5 | -9 | -3 | -20 | 0 | -1
C[C@@H]1CN([C@H](C)CO)C(=O)c2cc(NS(=O)(=O)c3cccs3)ccc2O[C@@H]1CN(C)CC1CCCCC1 | -3 | 1 | 6 | -3 | x | 10 | 1
O=C(C1CCOCC1)N1CC[C@H]2[C@H](CO)Nc3ccc(-c4ccc(F)cc4)cc3[C@H]21 | 0 | -6 | -2 | -3 | -2 | -10 | -1
CC(C)C(=O)Nc1ccc2c(c1)C(=O)N(C)[C@H]1CC[C@@H](CC(=O)NCc3ccccc3)O[C@@H]1CO2 | 12 | 14 | -3 | -1 | 4 | -5 | -2
Cc1ncn(-c2ccccc2)c1-c1ccccc1 | x | 20 | 0 | 34 | 0 | 0 | -5
O=C(N[C@@H]1CC[C@H](CCn2cc(C3CC3)nn2)O[C@H]1CO)c1cccnc1 | -2 | 19 | -3 | 2 | -2 | -7 | 1
C[C@H](NC(=O)C[C@@H]1C=C[C@H](NC(=O)C2CC2)[C@H](CO)O1)c1ccccc1 | 5 | -12 | -2 | -4 | -8 | 1 | 5
O=c1c2ccccc2nc2n1C(CSc1ccc(F)cc1)CS2 (stereo not given) | -2 | -9 | -12 | 6 | -6 | -1 | 1
NC(=O)C[n+]1cccc(/C=N/O)c1 | x | 7 | x | -5 | 0 | x | -6
Cc1cc2c(cc1C)-c1nnnn1C(N1CCCCC1)C(=O)N2 (stereo not given) | -4 | 7 | x | 4 | 6 | x | -1
COc1cccc(S(=O)(=O)N2CCCCN3[C@H](CO)[C@H](c4ccc(-c5cccnc5)cc4)[C@@H]3C2)c1 | 3 | 21 | 8 | 2 | x | 35 | -1
O=C(CSc1nc2ccccc2c(=O)[nH]1)c1ccc(O)cc1O | -2 | 22 | x | -1 | 8 | x | 3

esBAF inh: what is marked active above
compound	SIRT5 inh	LGR2 inh	esBAF inh	S100A4 inh HTS	Casp6 inh
O=C(N[C@@H](Cc1ccccc1)C(=O)NC1CCCCCC1)c1ccco1	x	x	45*	x	x

Following part
SMILES | SIRT5 inh | LGR2 inh | esBAF inh | S100A4 inh HTS | FN deposition inh | Statin myotox sup | Casp6 inh
Cc1ccc(C)c(Cn2nnc3c(=O)[nH]c(C(=O)Nc4ccc(F)cc4)nc32)c1 | -3 | x | x | 1 | 4 | x | 4
Cc1noc(C)c1S(=O)(=O)Nc1cccc2c1O[C@@H](CN(C)S(=O)(=O)c1ccc(F)cc1)[C@@H](C)CN([C@H](C)CO)C2=O | 0 | -3 | 0 | -20 | x | -56 | 3
CC(C)c1ccc(C(=O)NNC(=O)C2CC=CCC2C(=O)O)cc1 (stereo not given) | -4 | -21 | x | -1 | -11 | x | 0
CC(C(=O)O)c1ccc(-c2ccccc2)c(F)c1 (stereo not given) | 0&1 | -15&0 | -2&7&9 | 2&1&6 | -7&5 | -7&1 | x
CN1C(=O)C(C)(C)c2cc(S(=O)(=O)N3CCC(C(=O)NCc4ccc(F)cc4)CC3)ccc21 | x | -15 | -5 | -1 | 2 | -7 | 1
COc1ccc(C(NC(=O)C2CCN(Cc3ccc(Oc4ccccc4)cc3)CC2)c2ccccc2C)cn1 (stereo not given) | -2 | -5 | -5 | 2 | -2 | -51 | 0
C=CCN1C[C@@H](COCc2ccccc2)OCCS1(=O)=O | -4 | 6 | x | 0 | 0 | x | -7
S=c1[nH]nc(SCc2ccccc2)c2[nH]cnc12 | x | -57 | 55* | 3 | -5 | -2 | 4
COc1ccc(OC)c(N(/C(N)=N/c2nc(C)cc(C)n2)S(=O)(=O)c2ccc(NC(C)=O)cc2)c1 | -1 | 20 | 3 | 1 | -11 | -10 | x
Clc1ccc(Cn2nnc3ccccc32)cc1 | -1 | 3 | 2 | -1 | 8 | 0 | -1
CC1=CC(C)(C)Nc2ccc(OC(=O)c3ccco3)cc21 | x | -22 | -40 | x | 11 | 37 | x
CC(=O)Oc1ccc(-c2cccc(C(=O)N(C)c3ccc(O)cc3)c2)cc1 | -4 | 36 | x | -1 | 6 | x | 1
CCCCOc1ccc(CN2CCSCC2)cc1 | -3 | -42 | 32 | -9 | 3 | -5 | 0
CN1CCN(c2ccc([N+](=O)[O-])c(-n3nc(-c4ccccc4)c4ccccc4c3=O)c2)CC1 | x | x | 1 | x | 0 | 80* | x
Cc1ccccc1-c1ccccc1[C@H]1[C@@H](C#N)N(C(=O)c2cccc(F)c2)[C@@H]1CO | -5 | -12 | x | -1 | -10 | x | 3
Cc1ccc(C(=O)COC(=O)c2ccc(Br)o2)cc1C | x | x | 13 | x | -2 | 5 | x
O=C(Nc1cccc(F)c1)N1CC(=O)N2[C@H](CO)[C@H](c3ccc(C#Cc4cccnc4)cc3)[C@H]2C1 | -3 | 29 | x | 6 | x | x | 0
CC[C@@]12C(=O)N(c3cccc(Br)c3)C(=O)N1[C@H](c1ccc(Cl)cc1)[C@@H]1C(=O)N(C3CCCCC3)C(=O)[C@@H]12 | -1 | 19 | 8 | -6 | 7 | 4 | 0
Cc1ccccc1C(=O)OC1OC(=O)C(Cl)=C1Nc1ccc(C(=O)O)cc1 (stereo not given) | 4 | -4 | -1 | -4 | -2 | -2 | 0
O=C(NCc1ccncc1)[C@@H]1CCCN1C(=O)[C@@H]1CCCN1C(=O)c1c(F)cccc1F | -1 | -3 | x | -4 | 0 | x | 6

Three compounds out of the list above, sorted by the value under SIRT5 inh, lowest first.
SMILES	SIRT5 inh	LGR2 inh	esBAF inh	S100A4 inh HTS	Casp6 inh
Cc1ccc(C)c(Cn2nnc3c(=O)[nH]c(C(=O)Nc4ccc(F)cc4)nc32)c1	-3	x	x	1	4
COc1ccc(C(NC(=O)C2CCN(Cc3ccc(Oc4ccccc4)cc3)CC2)c2ccccc2C)cn1 (stereo not given)	-2	-5	-5	2	0
CC[C@@]12C(=O)N(c3cccc(Br)c3)C(=O)N1[C@H](c1ccc(Cl)cc1)[C@@H]1C(=O)N(C3CCCCC3)C(=O)[C@@H]12	-1	19	8	-6	0

Next records.
SMILES | SIRT5 inh | LGR2 inh | esBAF inh | S100A4 inh HTS | FN deposition inh | Statin myotox sup | Casp6 inh
Cc1ccccc1OCC(=O)Nc1sc2c(c1C#N)CCC2 | -1 | -13 | 47* | -1 | x | -3 | 8
Cc1ccccc1OCC(=O)NC(=S)Nc1ccc(S(=O)(=O)NC2CCCCC2)cc1 | x | 7 | 11 | x | x | -21 | x
CCOC1=C2[C@@H](CN(S(=O)(=O)c3ccc(C)cc3)[C@H]2c2cccc3ccccc23)[C@H]2C(=O)N(c3ccccc3)C(=O)[C@H]2C1 | 0 | 17 | -1 | -2 | -2 | 13 | -2
O=C(O)C1[C@H]2C(=O)N(C3CCCC3)C[C@]23C=C[C@H]1O3 (stereo not given in full) | x | 0 | -13 | -1 | -8 | 6 | 5
CN(CC(=O)Nc1cccc(S(=O)(=O)NC2=NCCC2)c1)Cc1ccccc1Cl | -2 | 7 | 2 | 5 | -1 | 25 | 0
CN=C1S/C(=C\c2ccc(Cl)cc2)C(=O)N1C | -1 | 4 | 6 | -7 | -8 | -11 | 5
CCOc1cc(/C=N/Nc2ccc(S(=O)(=O)Nc3ccccc3C(=O)O)cc2[N+](=O)[O-])cc(Cl)c1O | x | 0 | -7 | -13 | 2 | 0 | 24
